LAP4 TOR yeast: alters LAP4-GFP fluorescence in TOR pathway yeast screen; 320,000 compounds, 0.34% hits; S. cerevisiae LAP4-GFP multiplex, flow cytometry GFP, 3 h; median GFP as percent of DMSO wells; GFP response vs DMSO, % at 10 µM;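 active means GFP response vs DMSO above a set limit, about the screen mean plus 3 SD, cut at about 150% in these data; inconclusive means under 70 cell events counted for the yeast strain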
procasp3 activ: activates human procaspase-3. P42574. recombinant procaspase-3 D3A, Ac-DEVD-pNA absorbance 405 nm. activation, % at 8.5 µM. 330,000 compounds, 0.11% hits. AID 463141;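 active means activation above the mean of all tested compounds plus 3 SD, cut at about 21% in these data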;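 further: 0% = DMSO alone and 100% = DMSO wells spiked with extra 5 µM PC-3 D3A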
Target sequence (P42574 whole entry D9A/D28A/D175A): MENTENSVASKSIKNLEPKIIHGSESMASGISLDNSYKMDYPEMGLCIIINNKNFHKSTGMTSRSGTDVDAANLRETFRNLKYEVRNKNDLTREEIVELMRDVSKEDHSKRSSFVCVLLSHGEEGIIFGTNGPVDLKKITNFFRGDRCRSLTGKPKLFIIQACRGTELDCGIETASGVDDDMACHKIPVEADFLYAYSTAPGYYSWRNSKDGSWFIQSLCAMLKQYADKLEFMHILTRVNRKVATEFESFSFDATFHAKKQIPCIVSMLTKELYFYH
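Test system: Procaspase-3 D3A mutant, all three cleavage aspartates alanine | Dosing: Single dose, 8.5 µM nominal compound, 0.8% DMSO | Schedule: 1 h preincubation, 2 h reaction | Technique: 405 nm absorbance of p-nitroaniline, reads at 0 and 120 min | Repeats: One well per compound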
GASC-1 inh: blocks human GASC-1 demethylase activity; 330,000 compounds, 0.069% hits; inhibition, % at 2.35 µM; GST-JMJD2C(1-420) H3K9me3 demethylation, DELFIA europium;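 active means more than half of a compound's replicate wells show inhibition beyond 50%, single wells judged on their own value; inconclusive means some, but no more than half, of replicates pass 50% inhibition; inactive means no replicate passes 50% inhibition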;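 further: signal counts dimethyl H3K9 product captured on neutravidin plate; 0% = median of DMSO wells and 100% = 0.3 times that DMSO median; strong numbers were not always called active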
MEP2 TOR yeast: yeast TOR pathway MEP2-GFP modulation | S. cerevisiae MEP2-GFP strain, flow cytometry GFP, 3 h; 100% = DMSO control level | GFP response vs DMSO, % at 10 µM | 330,000 compounds, 0.51% hits;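 active means GFP response versus DMSO above a set limit, roughly screen mean plus 3 SD, cut at about 180% in these data; inconclusive means fewer than 70 cells counted for a yeast strain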;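 further: median GFP fluorescence of the barcode-gated MEP2-GFP cells per well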
RPL19A TOR yeast: alters RPL19A-GFP fluorescence in TOR pathway yeast screen; percent response vs DMSO, % at 10 µM; AID 2025; 330,000 compounds, 0.3% hits; S. cerevisiae RPL19A-GFP strain, flow cytometry, 3 h; stronger effect = lower value;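 active means percent response vs DMSO below 50%; inconclusive means fewer than 70 events counted for the yeast strain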;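 further: median channel GFP fluorescence of the barcoded RPL19A-GFP strain; ratio of sample median GFP to plate DMSO average so 100% = DMSO; lower means less RPL19A-GFP as with rapamycin TOR inhibition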
procasp7 counter: counter-screen: procaspase-7 (human) activation; P55210; recombinant procaspase-7, Ac-DEVD-pNA absorbance 405 nm; D23A/D198A/D206A triple mutant, cannot self-cleave; scale: DMSO 0, 5 µM enzyme 100; activation, % at 8.5 µM; 330,000 compounds, 0.093% hits; AID 463210;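 active means percent activation above the screen-wide mean plus 3 SD, cut at about 25% in these data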
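Material: Procaspase-7 triple mutant (PC-7 D3A) | Quantity: 2 µM procaspase-7 mutant as dispensed | Reagent: DEVD-pNA substrate | Times: 1 h preincubation, 2 h reaction | Technique: 405 nm absorbance of p-nitroaniline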
Yeast superoxide: caloric restriction mimetics inhibiting age-related superoxide in yeast | S. cerevisiae aged cells, superoxide DHE fluorescence; stronger effect = lower value | superoxide response (% of plate mean), % at 10 µM | 330,000 compounds, 0.18% hits | AID 2690;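 active means superoxide response under a set limit, about three screen SD below normal, cut at about 65% in these data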;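 further: yeast aged for seven days with compound at 30 °C before DHE staining; 100% = average MFI of all compound-treated wells on the plate with controls excluded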
AHR activator: human AHR activation | AID 2796 | activation, % at 5 µM | 320,000 compounds, 2.5% hits | P35869 | AHR-responsive luciferase reporter cells, luminescence; in the data active means activation above about 47%;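 further: 0% = vehicle wells and 100% = reference agonist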
Target sequence (P35869 whole entry, looked up): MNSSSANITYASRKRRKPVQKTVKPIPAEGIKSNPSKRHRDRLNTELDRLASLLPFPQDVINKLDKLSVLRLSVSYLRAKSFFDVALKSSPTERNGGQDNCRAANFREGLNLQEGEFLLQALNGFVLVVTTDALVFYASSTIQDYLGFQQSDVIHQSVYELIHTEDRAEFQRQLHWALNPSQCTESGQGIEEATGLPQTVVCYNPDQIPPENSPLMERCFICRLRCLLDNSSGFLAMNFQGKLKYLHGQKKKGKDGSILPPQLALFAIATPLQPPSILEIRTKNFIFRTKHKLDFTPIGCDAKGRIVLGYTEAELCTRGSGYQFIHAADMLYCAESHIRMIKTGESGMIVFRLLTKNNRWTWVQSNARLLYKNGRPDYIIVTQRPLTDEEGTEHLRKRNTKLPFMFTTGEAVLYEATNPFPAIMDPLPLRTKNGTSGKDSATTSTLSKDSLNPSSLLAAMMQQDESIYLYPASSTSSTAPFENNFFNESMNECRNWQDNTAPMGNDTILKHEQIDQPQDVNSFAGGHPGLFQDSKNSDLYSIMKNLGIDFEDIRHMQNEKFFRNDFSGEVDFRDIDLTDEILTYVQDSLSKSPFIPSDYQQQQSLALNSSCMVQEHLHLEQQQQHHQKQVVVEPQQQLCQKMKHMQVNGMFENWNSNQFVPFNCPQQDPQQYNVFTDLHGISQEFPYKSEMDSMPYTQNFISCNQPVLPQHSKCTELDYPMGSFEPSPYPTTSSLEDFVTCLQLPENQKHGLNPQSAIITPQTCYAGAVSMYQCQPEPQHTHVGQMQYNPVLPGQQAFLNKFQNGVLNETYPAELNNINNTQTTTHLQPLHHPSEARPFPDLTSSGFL
Numbers without * were called inactive; ? = inconclusive; . = no result given; [ ] = dose if it differs, or a comment. This is a subset, so the mix of outcomes need not match the whole.

The opening 3 entries as a preview:
SMILES	LAP4 TOR yeast	procasp3 activ	GASC-1 inh	MEP2 TOR yeast	RPL19A TOR yeast	procasp7 counter	Yeast superoxide	AHR activator
Cc1ccc(OCC(=O)N2CCN(Cc3ccc4c(c3)OCO4)CC2)cc1C	89	0	1	98	93	-5	86	8
CC(=O)OC1(c2ccc(C)cc2)CN2CCC1c1ccccc12 (stereo not given)	99	1	-5	101	98	4	103	0
COc1ccc(NC(=S)NC(NC(=O)CF)C(Cl)(Cl)Cl)c([N+](=O)[O-])c1 (stereo not given)	101	-22	22	102	111	-3	91	10

The listing, previewed entries included:
SMILES	LAP4 TOR yeast	procasp3 activ	GASC-1 inh	MEP2 TOR yeast	RPL19A TOR yeast	procasp7 counter	Yeast superoxide	AHR activator
Cc1ccc(OCC(=O)N2CCN(Cc3ccc4c(c3)OCO4)CC2)cc1C	89	0	1	98	93	-5	86	8
CC(=O)OC1(c2ccc(C)cc2)CN2CCC1c1ccccc12 (stereo not given)	99	1	-5	101	98	4	103	0
COc1ccc(NC(=S)NC(NC(=O)CF)C(Cl)(Cl)Cl)c([N+](=O)[O-])c1 (stereo not given)	101	-22	22	102	111	-3	91	10
Cc1ccsc1CNCCc1ccccc1F	78	1	3	96	99	8	96	1
COCCN1C(=O)NC(=O)/C(=C\c2ccc(Br)cc2)C1=O	99	-5	9	102	111	-8	109	-1
CCCCCOc1ccc(C)cc1CN(CCCl)CCCl	111	-3	47	99	96	-11	113	-1
Cc1cc(/C=C2\C(=O)NC(=O)N(c3ccc(Cl)cc3)C2=O)c(C)n1C	93	15	-23	98	103	0	95	29
Oc1ccc(C(=C(Cl)Cl)c2ccc(O)cc2)cc1	107	11	-5	90	96	7	102	3
O=C1C2CCCN2C(c2cccnc2)N1c1nccs1 (stereo not given)	87	1	-7	100	96	-11	99	-3
Cc1cc(/C=C2\C(=O)NC(=O)N(Cc3ccccc3)C2=O)c(C)n1-c1ccc(Cl)c(C(=O)O)c1	106	-5	-2	108	100	-16	111	1
Cc1nn(Cc2ccccc2)c(C)c1C(=O)NCc1ccccc1F	91	9	8	105	103	3	108	2
O=[N+]([O-])c1ccc(N2CCCC2)c2ccncc12	87	1	-3	95	88	-7	84	10
N#CCCn1cc(C(=O)Nc2ccccc2Cl)c(-c2ccc(F)cc2)n1	94	-3	-3	110	107	0	97	-2
CC1=NCCc2c1[nH]c1ccccc21	111	-5	0	106	102	-8	93	19
CN1CCC2(CC1)CC(NC=O)c1ccccc1O2 (stereo not given)	105	-8	-4	100	112	9	104	6
CCCC(C)C(=O)NC1CCSC1=O (stereo not given)	102	5	6	104	103	-5	89	0
CCC1(c2ccc(N)cc2)CCC(=O)NC1=O (stereo not given)	96	-6	-23	95	101	-7	107	2
CCC12CN3CC(CC)(CN(C1)C3c1cccnc1)C2=O (stereo not given)	98	-1	1	93	93	18	87	1
CC(C)n1c(O)c(C=NCc2ccccc2)c(=O)[nH]c1=S	105	4	-2	99	101	1	111	0
Cn1c(O)c(C=Nc2ccc(F)cc2)c(=O)[nH]c1=O	91	-7	-10	101	99	-8	106	-1
Cc1ccc(C2CN(C)CC2C(=O)c2ccc(F)cc2)cc1 (stereo not given)	119	-7	-8	101	98	0	100	2
O=C(c1cc2cc(Cl)ccc2[nH]1)N1CCC2(CC1)OCCO2	93	3	22	108	81	6	82	39
C[N+]1(CC2COC(c3ccco3)O2)CCCCC1 (stereo not given)	62[may fluoresce violet]	0	-1	249*[may fluoresce violet]	58[may fluoresce violet]	-4	88	0
Cc1nc2cc(C(=O)N3CCC4(CC3)OCCO4)ccc2n1-c1ccc(Br)cc1	110	1	3	108	108	-5	99	56*
COC(=O)C1=C(c2ccc(Cl)c(C(F)(F)F)c2)C[C@@H]2CC[C@H]1N2C(=O)NCCOc1ccccc1	106	-3	-2	96	96	0	94	0
CCOP(=S)(NN(Cc1ccccc1)C(=O)c1ccccc1)OCC	95	4	-3	112	103	5	109	3
CCN(CC)CCOC(=O)c1cc2cc(COC)ccc2o1	117	-1	-5	115	109	-13	97	2
CC(C)OC(=O)c1c(N)n(Cc2ccco2)c2nc3ccccc3nc12	102	-4	-7	128	86	-4	121	41
Cc1ccc(CN2CCSc3ccc(C(=O)N4CCC5(CC4)OCCO5)cc32)cc1	98	-1	8	95	100	0	98	-1
FC(F)(F)Oc1ccc(C2NCc3ccccc3-n3cccc32)cc1 (stereo not given)	106	4	-9	96	98	-3	77	3
O=C1NC(=O)N(Cc2ccccc2)C(=O)/C1=C\N1CCCc2ccccc21	101	-6	-12	94	101	-6	115	4
O=C(c1cccnc1)C1CCCN(Cc2nc(-c3cnccn3)no2)C1 (stereo not given)	97	5	0	99	98	14	96	1
CCC(=NCCCn1ccnc1)c1c(O)n(Cc2ccccc2)c(=O)[nH]c1=O	98	3	-2	98	104	-4	96	48*
O=C(c1ccccc1)C1CCCN(Cc2nc(-c3cnccn3)no2)C1 (stereo not given)	108	-3	1	112	105	10	99	7
CC(=NCCN1CCOCC1)c1c(O)n(Cc2ccccc2)c(=O)[nH]c1=O	99	-1	7	105	98	-14	94	0
CC(=O)[C@@]1(O)CC[C@H]2[C@@H]3CC=C4C[C@@H](O)CC[C@]4(C)[C@H]3CC[C@@]21C	106	10	7	89	96	-3	98	-4
CC(=O)O[C@@]12CO[C@@H]1C[C@@H](O)[C@@]1(C)C(=O)[C@H](O)C3=C(C)[C@@H](OC(=O)[C@H](O)[C@@H](NC(=O)c4ccccc4)c4ccccc4)C[C@@](O)([C@@H](OC(=O)c4ccccc4)C12)C3(C)C (stereo not given in full)	99	4	48	105	95	13	111	-2
COc1ccc(N=C(C)c2c(O)n(C3CCCCC3)c(=O)[nH]c2=O)c(OC)c1	93	-4	?	94	99	1	106	0
C[N+]1(C)[C@@H]2CC[C@H]1CC(OC(=O)[C@@H](CO)c1ccccc1)C2 (stereo not given in full)	102	4	0	96	100	6	85	2
Cc1cc(OC(C)C(=O)NCc2ccncc2)c2c3c(c(=O)oc2c1)CCCC3 (stereo not given)	97	-5	14	104	99	1	119	13
CCc1ccc(NP(=O)(Oc2ccccc2F)Oc2ccccc2F)cc1	101	-5	-6	93	98	8	98	3
C=CCN1C(=O)NC(=O)/C(=C\c2ccc(-c3ccccc3[N+](=O)[O-])o2)C1=O	119	2	-25	99	104	-12	77	10
CC(C)C(=O)Nc1ccc(N2CCN(C)CC2)c(F)c1	86	6	7	101	92	-2	91	4
O=C(COC(=O)Cc1ccccc1)Nc1ccc(F)cc1	96	10	-5	100	102	4	96	-3
Cc1cc(OCC(=O)NCc2ccncc2)c2c3c(c(=O)oc2c1)CCC3	95	3	34	97	97	5	104	26
COc1cc2c(cc1OC)CN(c1ccc([N+](=O)[O-])c(C(F)(F)F)c1)CC2	90	-22	1	96	98	-49	106	25
COc1ccc(/C=C/C2=CCN(C)CC2)cc1	117	9	-1	97	99	6	104	8
COC(=O)C1=C(c2cccc(C#N)c2)C[C@@H]2CC[C@H]1N2C(=O)N1CCCCC1	111	-3	2	94	104	4	107	2
CN1C[C@H](CO)C[C@@H]2c3cccc4[nH]cc(c34)C[C@H]21	110	9	14	101	100	1	107	0
CC/C(=N\N1CCCCCC1)c1c(O)n(-c2ccc(C)cc2)c(=O)[nH]c1=O	110	5	-6	104	109	-9	102	-3
Cc1cc(OCc2cc(C(=O)O)oc2C)c2c3c(c(=O)oc2c1)CCCC3	98	-7	5	104	94	-8	122	5
COC(=O)C1=C(c2c(C)noc2C)C[C@@H]2CC[C@H]1N2C(=O)NC1CCCCC1	106	-3	0	109	95	9	93	-2
O=C(CNC(=O)OCc1ccccc1)NCC(=O)Nc1ccc(Br)cc1C(=O)c1ccccc1	93	-3	19	102	104	4	113	2
O=c1c2ccccc2[nH]c(=S)n1-c1ccc2c(c1)OCCO2	100	-5	-4	106	103	0	88	2
O=C(NC1CN2CCC1CC2)c1cccc(Cl)c1 (stereo not given)	94	-2	1	100	102	5	106	1
O=C(O)C1C2CCC(O2)C1C(=O)Nc1cccc(Br)c1 (stereo not given)	82	11	-2	85	94	-4	120	2
CNC(=O)O/N=C/c1nn(C(=O)C(C)(C)C)cc1Br	102	7	-6	97	94	-4	104	0
Cc1ccc(Cl)cc1-n1c(O)c(C=NCCCN2CCOCC2)c(=O)[nH]c1=O	.	1	16	93	98	-1	107	-1
C=CC[C@@H](CC/C=C/C=C/CC/C=C\[C@@H]1CSC([C@@H]2C[C@@H]2C)=N1)OC	125	-10	.	94	96	6	75	-1
CCOc1c(P(=S)(N(C)C)N(C)C)c(C)nn1-c1ccccc1	105	-7	4	101	97	-3	94	10
(cont.)
SMILES	LAP4 TOR yeast	procasp3 activ	GASC-1 inh	MEP2 TOR yeast	RPL19A TOR yeast	procasp7 counter	Yeast superoxide	AHR activator
O=C(Cc1ccccc1)N1CCN(C2CCCCCC2)CC1	96	-9	11	101	96	11	109	0
Cc1ccc(C2=CCNCC2)cc1	90	3	-19	92	83	-7	97	2
CCOP(=O)(Cc1ccccc1)OCC	106	1	-6	100	110	2	96	-3
CN(C/N=C(\N)N[N+](=O)[O-])S(=O)(=O)c1ccccc1	110	1	6	106	99	-6	82	-1
O=C(CN1CCCC1=O)NCCc1ccccc1	102	2	17	107	102	-3	95	1
O=C(c1ccccc1)c1ccccc1N=Cc1c(O)[nH]c(=O)[nH]c1=O	105	-13	-22	100	101	-21	92	0
N/C(=N\[N+](=O)[O-])N1CCN(C(=O)OC2CCCC2)CC1	104	-8	1	98	99	2	101	1
CC1(C)CC(N(CCc2ccccc2)Cc2ccccc2)CCO1 (stereo not given)	111	5	3	107	102	-2	103	-3
COCCCn1c(N)c(C(=O)Nc2ccccc2)c2nc3ccccc3nc21	124	-16	-13	93	88	-13	115	-10
Oc1cc2c(cc1CN1CCN(c3ccccc3)CC1)CCC2	101	4	4	99	99	-11	104	11
COc1cccc(-n2nc(C(=O)N3CCC4(CC3)OCCO4)c3ccccc3c2=O)c1	96	0	-7	94	102	14	93	-1
COc1cc2c(cc1O)[C@@H]1Cc3ccc(OC)c(O)c3CN1CC2	130	-3	.	104	104	-11	128	1
Cc1cc(C=C2C(=O)N(C)C(=S)N(C)C2=O)c(C)n1-c1cccnc1	120	-6	-2	118	86	-14	93	7
O=C1CCN(C(=O)CNC(=O)Cc2ccccc2)CC1	93	2	-17	99	92	8	98	0
COc1cccc(CN2CCN(C(=O)Cc3ccccc3OC)CC2)c1	101	2	-7	107	105	1	101	8
C[C@]12CCC3C(CC[C@H]4C[C@@H](O)CC[C@]34C)C1C[C@@H](N)[C@@H]2O (stereo not given in full)	101	10	4	84	93	9	93	0
CCOC(=O)c1ccccc1NC(=O)c1c(O)[nH]c(=O)[nH]c1=O	88	-3	0	90	89	-12	103	1
COC(=O)C1=C(c2cccc(OC)c2OC)C[C@@H]2CC[C@H]1N2C(=O)NCCS(C)=O (stereo not given in full)	107	1	-7	86	102	-8	96	-3
CCCCn1c(N)c(C(=O)OCC2CCCO2)c2nc3ccccc3nc21 (stereo not given)	95	-5	-27	101	99	-19	90	20
CCOC(=O)c1c(C)n(CCOC)c2ccc(O)cc12	111	-2	9	104	100	-9	107	92*

High-throughput results as filed in PubChem BioAssay.
